Screening results deposited in PubChem BioAssay by The Scripps Research Institute Molecular Screening Center.
TEAD-YAP block = TEAD-YAP interaction inhibition. 1.4% of 640,000 active. AID 1259422. inhibition, % at 9.12 µM. HEK-TIYL cells, TEAD-Gal4/YAP UAS-luciferase luminescence; in the data active = inhibition above about 32%;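 note: 0% = median of test compound wells and 100% = reference inhibitor wells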
GPR151 ag = activates the human receptor GPR151; Q8TDV0; activation, % at 11.2 µM; 1% of 650,000 active; PathHunter beta-arrestin GPR151 cells, luminescence; in the data active = activation above about 4.9%;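 note: 0% = median of compound wells and 100% = cells with positive control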
Target sequence (Q8TDV0 whole entry, looked up): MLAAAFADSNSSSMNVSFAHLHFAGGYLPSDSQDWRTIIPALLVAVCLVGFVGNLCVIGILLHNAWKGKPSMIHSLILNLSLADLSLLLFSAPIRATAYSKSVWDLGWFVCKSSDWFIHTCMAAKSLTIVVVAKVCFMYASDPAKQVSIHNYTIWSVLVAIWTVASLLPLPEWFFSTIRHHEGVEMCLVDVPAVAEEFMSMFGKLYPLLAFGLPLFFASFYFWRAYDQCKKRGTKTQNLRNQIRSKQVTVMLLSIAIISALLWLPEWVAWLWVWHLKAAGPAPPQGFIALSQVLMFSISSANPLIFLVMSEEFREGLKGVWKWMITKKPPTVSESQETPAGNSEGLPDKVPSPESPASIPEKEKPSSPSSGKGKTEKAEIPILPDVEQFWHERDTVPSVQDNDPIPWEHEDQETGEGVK
MITF inh = blocks human microphthalmia-associated transcription factor; O75030; AlphaScreen MITF homodimerization, bead proximity signal; inhibition, % at 2.6 µM; 0.91% of 650,000 active; AID 1259374; in the data active = inhibition above about 50%;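 note: 0% = vehicle wells with protein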
Target sequence (O75030 whole entry, looked up): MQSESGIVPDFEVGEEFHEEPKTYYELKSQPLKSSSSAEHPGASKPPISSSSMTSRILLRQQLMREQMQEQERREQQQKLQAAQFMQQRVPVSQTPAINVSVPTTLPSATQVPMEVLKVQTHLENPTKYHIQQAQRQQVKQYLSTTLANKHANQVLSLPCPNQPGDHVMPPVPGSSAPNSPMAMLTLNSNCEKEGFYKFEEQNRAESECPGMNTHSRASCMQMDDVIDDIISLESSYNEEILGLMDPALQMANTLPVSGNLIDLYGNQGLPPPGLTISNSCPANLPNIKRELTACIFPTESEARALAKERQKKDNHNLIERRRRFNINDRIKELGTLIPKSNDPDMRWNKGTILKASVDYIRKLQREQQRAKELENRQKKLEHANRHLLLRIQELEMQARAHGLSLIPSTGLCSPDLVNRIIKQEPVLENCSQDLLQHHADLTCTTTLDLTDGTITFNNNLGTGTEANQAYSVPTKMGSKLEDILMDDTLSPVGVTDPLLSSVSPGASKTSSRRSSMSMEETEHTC
FBW7 activator = activators of human E3 ligase FBW7. Q969H0. AlphaScreen FBW7–phospho-cyclin E peptide binding, activator screen. normalized activity (activation), % at 26.1 µM. 0.13% of 650,000 active; in the data active = normalized activity above about 1.9%;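 note: purified mutant Fbw7 with reduced substrate affinity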
* hit, by the source's call; & = joins results of further samples. Not a hit list; overall some 3.5% were active at least once.

Second line of a record: TEAD-YAP block	GPR151 ag	MITF inh	FBW7 activator
> Cc1ccc(Cc2c(C)nc3c(C(=O)N(C)CCc4ccccn4)cnn3c2C)cc1
    -2	1.3	-5	-0.1
> O=C(Nc1ccc(-c2cscn2)cc1)C1CCCN(Cc2cccn2-c2ncccn2)C1 (stereo not given)
    9	-0.2	-3	0.3
> O=C1C(c2ccc3ccccc3n2)=C(O)c2ccccc21
    -3	-4.2	4	-0.1
> O=C(CNC(=O)c1cccs1)OCc1c(Cl)cccc1Cl
    1	5.4*	-8	-0.1
> CCOc1ccccc1OCC(=O)Nc1ccc(S(=O)(=O)Nc2nccs2)cc1
    -3	0.2	12	0.3
> CCOc1ccccc1NC(=O)c1ccc(F)c(S(=O)(=O)NCc2cccs2)c1
    -2	2.4	15	0.5
> Cc1cc([N+](=O)[O-])cc([N+](=O)[O-])c1NCC(C)C
    -6	-0.1	11	-0.7
> COc1cccc(CNC(=O)c2ccc3c(c2)NC(=O)C(CS(=O)(=O)Cc2ccccc2Cl)N3)c1 (stereo not given)
    4	0.8	-3	-0.1
> Cc1nnc(C)n1N1C(=O)c2cccc3cccc(c23)C1=O
    -8	-0.2	-7	-0.1
> COc1ccc(-c2c(C#N)c(N)n3c(nc4ccccc43)c2C#N)cc1
    23	-0.4	-1	0.1
> O=C(O)CN(CC(=O)O)C1CCCCC1N(CC(=O)O)CC(=O)O (stereo not given)
    -15	0.2	43	-0.3
> O=C(CCCn1sc2ccccc2c1=O)N1CCc2ccccc21
    8	-0.2	13	0.2
> CN1CCN(C(=O)c2ccc(-c3nc(N)c4ncn(C5CCCCC5)c4n3)cc2)CC1
    -12	1.7	-1	0.0
> O=C(CCCn1c(=S)[nH]c2ccccc2c1=O)NCc1ccco1
    -9	-0.7	-12	0.0
> CCCC(C)NC(=O)Cc1ccccc1[N+](=O)[O-] (stereo not given)
    3	-1.9	8	0.1
> Cc1cccc(NC(=O)C2CCCN2S(=O)(=O)c2ccc3c(c2)C(C)(C)C(=O)N3C)c1 (stereo not given)
    8	4.1	-3	0.0
> CCOC(=O)c1ccc2nc(NC(=O)COC(=O)CCC(=O)Nc3ccccc3C(=O)OC)sc2c1
    -23	-0.3	10	0.1
> N/C(=N\OC(=O)Cc1ccccc1)c1ccc(Br)cc1
    -39	-0.4	-8	0.1
> COc1ccc(OC)c(-n2c(N)c(C#N)c3nc4ccccc4nc32)c1
    7	-0.2	-5	-0.1
> O=C(N/N=C/c1cccc(I)c1)c1cccs1
    -38	2.4	10	0.1
> Cc1cc(C)c(NC(=O)Cn2c(=O)oc3cc(S(=O)(=O)N4CCCC4)ccc32)c(C)c1
    13	0.0	-5	0.0
> Cc1ccc(NC(=O)CN(c2cccc(Br)c2)S(C)(=O)=O)cc1Cl
    10	-1.3	-7	-0.1
> Nc1cc(S(=O)(=O)Nc2ccccc2Cl)ccc1N1CCCCCC1
    -13	2.7	-1	-0.1
> Nc1nc(SCc2cc([N+](=O)[O-])cc3c2OCOC3)n[nH]1
    -9	0.2	-3	0.1
> Nc1c(C(=O)c2ccc(Cl)cc2)sc2nc(-c3ccccc3)cc(C(F)(F)F)c12
    8	1.3	12	0.2
> CC(C)n1c(C(O)(c2ccccc2)c2ccccc2)nc2ccccc21
    -1	0.1	-15	0.0
> COc1ccc(N2CCN(C(=O)CCNC(C)=O)CC2)cc1
    9	-0.4	13	0.1
> Cc1cc(C)nc(SCC(=O)N2CCc3cc(F)ccc32)n1
    -44	0.3	-10	0.1
> O=C1CC[C@@H](C(=O)NCC2Cc3cccc(-c4ccccn4)c3O2)N1 (stereo not given in full)
    3	0.9	-2	0.0
> c1cncc(CCNc2ccnc3c(-c4ccco4)cnn23)c1
    -2	3.0	18	0.0
> CC1CN(C(=O)Cc2ccccc2)C(C)CN1C(=O)Cc1ccccc1 (stereo not given)
    12	0.4	-3	0.0
> CCCOc1ccc(/C(O)=C2\C(=O)C(=O)N(Cc3cccnc3)C2c2cccc(Oc3ccccc3)c2)cc1C (stereo not given)
    0	0.3	-13	0.0
> CNC(=O)c1ccc(-c2ccc(Cl)cc2)nc1N(C)C
    -10	0.4	7	0.2
> O=C(Nc1cc(S(=O)(=O)N2CCOCC2)ccc1Cl)c1cc(=O)c2ccccc2o1
    9	0.7	-6	0.1
> CCOc1ccc(S(=O)(=O)N2CCOCC2)cc1
    3	2.5	20	0.3
> Cc1cccc(-n2nc3c(c2NC(=O)Cc2ccccc2)CSC3)c1
    10	0.0	7	-0.1
> Cc1ccc(CN2CCN(Cc3cc(C)c(O)c(C)c3)CC2CCO)o1 (stereo not given)
    1	-0.3	-4	-0.1
> COC(=O)C1=CN(C)C=C(C(=O)OC)C1c1cc(Cl)c(O)c(OC)c1
    13	0.6	-5	0.1
> N#C/C(C(=O)CCl)=C(/c1ccc(F)cc1)N1CCOCC1
    4	-2.2	5	0.0
> CN(C)C(=O)Cn1nc(C(c2ccccc2)c2ccccc2)oc1=O
    2	-0.5	12	0.0

Three entries from above, bar-delimited:
smiles | TEAD-YAP block | GPR151 ag | MITF inh | FBW7 activator
CC1CN(C(=O)Cc2ccccc2)C(C)CN1C(=O)Cc1ccccc1 (stereo not given) | 12 | 0.4 | -3 | 0.0
CCCOc1ccc(/C(O)=C2\C(=O)C(=O)N(Cc3cccnc3)C2c2cccc(Oc3ccccc3)c2)cc1C (stereo not given) | 0 | 0.3 | -13 | 0.0
CNC(=O)c1ccc(-c2ccc(Cl)cc2)nc1N(C)C | -10 | 0.4 | 7 | 0.2

Further compounds:
Second line of a record: TEAD-YAP block	GPR151 ag	MITF inh	FBW7 activator
> Cc1nn2c(SCC(=O)N(C)c3ccccc3)nnc2[nH]c1=O
    -2	-0.7	3	0.4
> O=c1c2ccccc2nc(/C=C\c2cccc(Br)c2)n1-c1cccc2ccccc12
    -4	0.5	1	-0.1
> CN(C)CC[C@@H](c1ccc(Cl)cc1)c1ccccn1
    -12&8&-6	-0.3&1.1&1.6	5&24&13	0.1&0.0&0.1
> CCC(Oc1ccccc1)C(=O)NCCc1ccc(S(N)(=O)=O)cc1 (stereo not given)
    -2	0.0	10	0.0
> Cc1ccccc1NCc1c(O)ccc2cc(Br)ccc12
    -5	0.3	-10	0.0
> CCOC(=O)c1ccc(OC(=O)c2sc3ncn(C)c(=O)c3c2C)cc1
    3	-0.9	0	0.7
> CC(C)N(CCNC(=O)c1csc(Nc2ccc(C(F)(F)F)cc2)n1)C(C)C
    -5	-0.9	11	0.0
> Oc1ccc(CCNc2cc(-c3ccc(N4CCOCC4)nc3)ncn2)cc1
    -1	-2.0	17	0.1
> Cc1ccc(C)c(N2S(=O)(=O)c3ccccc3S2(=O)=O)c1
    0	-0.7	9	0.1
> COc1ccc(C2=N/C(=C\c3cc(OC)ccc3OC)C(=O)O2)c(Br)c1
    -1	0.8	0	-0.1
> CC(Cc1ccsc1)NC(=O)Cn1cc(NC(=O)CCOc2ccccc2)cn1 (stereo not given)
    0	0.4	-2	0.0
> COc1cc(/C=C2\C(=O)N(c3ccc(C(=O)OC(C)C)cc3)N=C2C)ccc1O
    -14	-0.6	2	0.0
> CC(=O)CSc1nc2c(c(=O)[nH]c(=O)n2C)n1Cc1ccc(Cl)cc1
    -9	-1.6	11	0.0
> COc1ccccc1C(O)(C(=O)NNc1cccc(C)c1)c1cccs1 (stereo not given)
    -3	0.2	-2	-0.1
> Cc1cccc(N(CC(=O)N2CCCCC2)S(=O)(=O)c2ccc(Cl)cc2)c1
    0	-0.2	11	0.2
> CCOC(=O)CSc1n[nH]c(-c2ccc(C)cc2)n1
    -6	0.5	-2	0.0
> CCCNCc1c(C(=O)O)n(Cc2ccccc2F)c2cc(OC)ccc12
    -6	-1.0	5	0.0
> O=C(O)/C=C/C(=O)Nc1ccc(Br)cc1C(=O)O
    6	2.0	1	-0.1
> COc1ccc(N2C(=O)/C(=C/c3ccc([N+](=O)[O-])cc3)N=C2C)c(OC)c1
    6	-0.4	-5	0.0
> CCN1CCN(Cc2nc(NCc3ccc(C)o3)c3ccccc3n2)CC1
    -3	0.5	12	-0.3
> CC(CNC(=O)/C=C/c1cccs1)NC(=O)/C=C/c1cccs1 (stereo not given)
    -1	-0.3	2	-0.1
> Cc1sc2nc3c(C(=O)NCc4cccnc4)cccn3c(=O)c2c1C
    -1	-0.8	0	-0.1
> COc1ccc2c(CNC3CCCC(C)C3C)c(C(=O)O)n(Cc3ccc(F)cc3)c2c1 (stereo not given)
    5	0.9	5	0.0
> O=C(OC1CCCCC1=O)c1ccc(S(=O)(=O)N2CCCCCC2)cc1 (stereo not given)
    -2	0.7	2	-0.1
> O=C(Nc1ccccc1)c1ccc(Br)c(S(=O)(=O)N2CCCCC2)c1
    -13	0.7	1	0.0
> CCCNC(=O)Nc1[nH]c(C)c(C(=O)OCC)c1C
    3	1.0	7	0.3
> Cc1nc2sccn2c1P(c1c(C)nc2sccn12)c1c(C)nc2sccn12
    -4	-0.2	10	-0.3
> c1ccc2[nH]c(C3CCN(CCC4OCCO4)CC3)nc2c1
    -9	-1.2	-9	-0.1
> O=C(Nc1ccc2[nH]ncc2c1)c1ccc(SCC(O)c2ccc(Br)cc2)cc1 (stereo not given)
    4	0.6	11	0.9
> CC(=O)Nc1sc2c(c1C(c1ccc(F)cc1)N1CCOCC1)CCCC2 (stereo not given)
    4	0.9	8	0.3
> O=C(Cn1ncc2c(=O)oc3ccccc3c21)Nc1ccc(F)cc1Cl
    -1	-0.6	4	0.0
> O=C(NCc1cccc2ccccc12)Nc1cccc(N2CCCS2(=O)=O)c1
    -12	-0.8	7	0.0
> CCCn1c(SCC(=O)Nc2cccc(Br)c2)n[nH]c1=O
    -5	-1.5	5	-0.1
> Cn1c(C(=O)NCCCN2CCCCCC2)cc2c(=O)n(C)c3ccccc3c21
    -11	-0.7	-10	-0.3
> O=C(NCc1cc(-c2ccc3c(c2)OCCO3)on1)C1(c2cccs2)CCCC1
    -4	-0.3	-10	0.0
> Cc1nc2sccn2c(=O)c1S(=O)(=O)N1CCN(c2ccccc2)CC1
    -19	-3.1	-9	0.1
> C=CCN1C(=O)c2ccccc2Sc2ccc(C(=O)N3CCOCC3)cc21
    1	0.2	-5	-0.1
> CC(=O)c1ccc(S(=O)(=O)NCCc2cn3ccccc3n2)cc1
    4	2.1	0	-0.1
> O=C(Nc1ccc(Cl)c(Cl)c1)c1cc(Br)ccc1Cl
    11	-0.6	-2	0.1
> Cc1ccc(NC(=O)CCS(=O)(=O)c2cc3c(cc2Cl)NC(=O)CO3)cc1
    -12	1.4	-8	0.1

In another format: 6 of the compounds above.
Compound | TEAD-YAP block | GPR151 ag | MITF inh | FBW7 activator
COc1cc(/C=C2\C(=O)N(c3ccc(C(=O)OC(C)C)cc3)N=C2C)ccc1O | -14 | -0.6 | 2 | 0.0
O=C(Nc1ccc2[nH]ncc2c1)c1ccc(SCC(O)c2ccc(Br)cc2)cc1 (stereo not given) | 4 | 0.6 | 11 | 0.9
Cc1cc([N+](=O)[O-])cc([N+](=O)[O-])c1NCC(C)C | -6 | -0.1 | 11 | -0.7
Cc1nc2sccn2c(=O)c1S(=O)(=O)N1CCN(c2ccccc2)CC1 | -19 | -3.1 | -9 | 0.1
Cc1cccc(-n2nc3c(c2NC(=O)Cc2ccccc2)CSC3)c1 | 10 | 0.0 | 7 | -0.1
O=C(O)CN(CC(=O)O)C1CCCCC1N(CC(=O)O)CC(=O)O (stereo not given) | -15 | 0.2 | 43 | -0.3

Other compounds
Second line of a record: TEAD-YAP block	GPR151 ag	MITF inh	FBW7 activator
> O=C(NC(C(=O)N/N=C/c1cccs1)c1n[nH]c(=O)c2ccccc12)c1ccccc1 (stereo not given)
    -2	-0.2	-5	0.1
> Cc1ccc(C(=O)N/N=C/c2cn(C)c3ccccc23)cn1
    -3	1.8	2	0.0
> Cc1ccc(NC(=O)CN2C(=O)N/C(=C\c3ccc(N4CCCC4)cc3)C2=O)cc1
    -18	0.3	8	0.4
> Cn1ncc(C#N)c1/N=C/N1CCCCC1
    7	0.4	-6	0.0
> Cc1nc(-c2ccccc2)sc1CC(=O)NCCC1=CCCCC1
    -11	-0.5	1	-0.1
> COCCCNCCCOc1cccc(Br)c1
    1	0.7	12	0.1
> CC(C)N(CCNc1cc(-c2csc3ccccc23)ncn1)C(C)C
    0	-2.3	2	0.7
> Cc1sc2c3c(ccc2[n+]1CCCS(=O)(=O)O)CCCC3
    0	-0.4	5	-0.4
> CN1CCc2c(sc3c2C(=O)NC(c2cccs2)N3)C1 (stereo not given)
    -13	-0.2	3	-0.2
> Cc1cccc(N2C(=O)NC(=O)/C(=C\c3cc(C)n(-c4ccncc4)c3C)C2=O)c1
    -5	1.0	-7	-0.1
> CC1(C)CC(=O)C2=C(C1)c1sc(N)nc1C2c1ccco1 (stereo not given)
    -1	-1.0	2	-0.1
> Cc1nnc(NC(=O)C(Cc2ccccc2)N2C(=O)C3C4C=CC(C4)C3C2=O)s1 (stereo not given)
    -9	-0.4	3	-0.2
> CCCCCOc1ccc(/C=C2\C(=O)ON=C2c2ccc(Cl)cc2)cc1
    -9	-0.6	36	0.4
> C1CCc2nnnn2CC1
    5&-4	4.2&0.0&-0.2	-10&19&1	-0.2&0.1&0.0
> CN1CCN(C(=O)c2c(NC(=O)c3ccccc3)sc3c2CCC(C(C)(C)C)C3)CC1 (stereo not given)
    -1	-0.5	-10	-0.1
> COc1cc(CN2CCN(Cc3ccccc3C(F)(F)F)CC2)cc(OC)c1OC
    3	0.6	73*	-0.2
